# CHRM5 PAM = CHRM5 positive allosteric modulation. P08912. CHO-K1 hM5, Fluo-8 calcium, ACh EC20 PAM; 0% = ACh EC20, 100% = ACh EC100. activation, % at 3 µM. 360,000 tested, 0.3% active. AID 624038;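 active = activation above the run cutoff, the mean activation of all test compounds plus 3 SD, cut at about 18% in these data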
# Target sequence (P08912 whole entry, looked up): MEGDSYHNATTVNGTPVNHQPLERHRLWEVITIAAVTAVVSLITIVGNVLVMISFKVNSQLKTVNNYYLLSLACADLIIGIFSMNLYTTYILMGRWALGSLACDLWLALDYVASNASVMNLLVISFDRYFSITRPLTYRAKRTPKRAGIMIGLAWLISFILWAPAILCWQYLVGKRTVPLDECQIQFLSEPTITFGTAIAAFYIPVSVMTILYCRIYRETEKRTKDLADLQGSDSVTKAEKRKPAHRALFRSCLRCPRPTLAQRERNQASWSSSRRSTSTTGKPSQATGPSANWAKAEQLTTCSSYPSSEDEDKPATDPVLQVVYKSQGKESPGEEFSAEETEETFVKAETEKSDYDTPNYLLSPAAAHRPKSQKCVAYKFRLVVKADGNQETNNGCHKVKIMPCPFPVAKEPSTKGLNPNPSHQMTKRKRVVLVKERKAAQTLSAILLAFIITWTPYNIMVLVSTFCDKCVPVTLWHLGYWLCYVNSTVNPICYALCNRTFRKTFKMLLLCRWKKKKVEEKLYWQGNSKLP
#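 System: CHO-K1 cell line with stable human muscarinic M5 receptor expression | Also added: EC20 acetylcholine as agonist stimulus | Compound: One concentration, 3 µM final (nominal) | Timing: Fluo-8 loading 80 min at 37 °C plus 30 min room temperature | Measured by: Fluo-8 calcium dye fluorescence, kinetic read | Read-out basis: % activation, ACh-normalized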
# M4 ag = agonists of human muscarinic M4 receptor (CHRM4); 360,000 tested, 0.14% active; activation, % at 3 µM; P08173; CHO-K1 hM4/Gqi5, Fluo-8 calcium fluorescence; vehicle 0%, full acetylcholine response 100%;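 active = activation above the run mean over all test wells plus 3 SD, cut at about 32% in these data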;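 also: peak over basal fluorescence ratio per well then scaled between controls; 0% = DMSO wells and 100% = acetylcholine at EC100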
# Target sequence (P08173 whole entry, looked up): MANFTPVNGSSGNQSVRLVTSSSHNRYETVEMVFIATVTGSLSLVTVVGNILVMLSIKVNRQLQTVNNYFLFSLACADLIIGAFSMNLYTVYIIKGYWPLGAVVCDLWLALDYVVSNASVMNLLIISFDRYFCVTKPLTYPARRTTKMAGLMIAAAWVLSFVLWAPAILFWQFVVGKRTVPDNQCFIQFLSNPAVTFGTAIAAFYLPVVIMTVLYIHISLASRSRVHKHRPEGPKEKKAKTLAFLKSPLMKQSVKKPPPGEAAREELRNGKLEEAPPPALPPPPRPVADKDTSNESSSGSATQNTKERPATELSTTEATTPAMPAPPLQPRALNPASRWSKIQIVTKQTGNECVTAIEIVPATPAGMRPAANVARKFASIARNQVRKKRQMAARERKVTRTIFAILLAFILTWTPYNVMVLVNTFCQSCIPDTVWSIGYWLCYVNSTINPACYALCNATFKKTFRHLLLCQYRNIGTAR
# M4 PAM = potentiates acetylcholine response at human M4 receptor; CHO-K1 hM4/Gqi5, Fluo-8 calcium fluorescence, ACh EC20; 0% = ACh EC20, 100% = maximal ACh; activation, % at 3 µM; AID 624126; 360,000 tested, 0.4% active;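 active = activation above its plate's cutoff, the mean activation of sample wells plus 3 SD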; also: some results filed as inactive read as strong as hits
# M1 ag parental = counter-screen for M1 agonists: effect in parental CHO-K1 cells. 360,000 tested, 0.48% active. Fluo-8 calcium fluorescence; scaled to maximal ATP response, vehicle zero. AID 602248. activation, % at 3 µM; in the data active = activation above about 15%;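 also: untransfected CHO-K1 host cells lacking M1 receptor as counterscreen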
# CHO-K1 Ca PAM = nonselective activator or artifact in parental CHO-K1 calcium assay; ATP EC20, Fluo-8 calcium fluorescence; 0% at ATP EC20, 100% at ATP max; activation, % at 3 µM; AID 602247; 360,000 tested, 0.02% active;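 active = activation above the run cutoff, the mean activation of all test compounds plus 3 SD, cut at about 40% in these data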;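 also: peak over basal fluorescence ratio in a 140 s read after ATP addition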
# M4 antag = blocks acetylcholine activation of human M4 receptor; inhibition, % at 3 µM; CHO-hM4 cells, ACh EC80, Fluo-8 calcium fluorescence; 360,000 tested, 0.73% active; P08173;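 active = inhibition above its plate's cutoff, the mean inhibition of sample wells plus 3 SD, cut at about 27% in these data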;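 also: 0% = acetylcholine EC80 with DMSO and 100% = DMSO without agonist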
# M5 antag = blocks acetylcholine activation of human M5 receptor. CHO-hM5 cells, Fluo-8 calcium fluorescence, ACh EC80. 360,000 tested, 0.59% active. inhibition, % at 3 µM. P08912;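 active = inhibition above a per-plate cutoff, the mean of that plate's test compounds plus 3 SD, cut at about 27% in these data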;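 also: 0% = acetylcholine EC80 with DMSO and 100% = DMSO without agonist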
# CHO-K1 Ca antag = nonselective inhibitor or artifact in parental CHO-K1 cells; ATP-induced calcium, Fluo-8 fluorescence; inhibition, % at 3 µM; 360,000 tested, 0.6% active;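 active = inhibition above a per-plate cutoff, the plate's mean sample inhibition plus 3 SD, cut at about 24% in these data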;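 also: 0% = DMSO plus EC80 ATP and 100% = DMSO alone without ATP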
# CHRM5 agonist = CHRM5 agonism in calcium assay. P08912. CHO-K1 hM5 cells, Fluo-8 calcium fluorescence; 0% DMSO wells, 100% maximal acetylcholine response. activation, % at 3 µM. 360,000 tested, 0.19% active. AID 624037;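 active = activation above the run's mean over test compounds plus 3 SD, cut at about 23% in these data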;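 also: signal is peak over basal fluorescence ratio across the kinetic read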
# Active calls of the source: *; . = not tested or not shown.
molecule	CHRM5 PAM	M4 ag	M4 PAM	M1 ag parental	CHO-K1 Ca PAM	M4 antag	M5 antag	CHO-K1 Ca antag	CHRM5 agonist
COc1cc(C)ccc1OCCCOc1ccccc1Cl	-1	-2	-1	0.3	16	-7	-1	-7	-2
Cc1csc(N(C(=O)c2ccccc2F)c2ccccc2)n1	-3	1	-6	0.6	4	1	2	3	-3
Cc1noc2ncnc(N3CCCCC3)c12	1	2	-5	4.3	17	0	0	-12	4
N#Cc1ccc(-c2csc(NNC(=O)c3ccccc3)n2)cc1	-6	7	10	2.4	15	-7	5	-19	2
CCOc1ccc(S(=O)(=O)N2CCC(C(=O)NCc3ccccn3)CC2)cc1	-2	1	-3	0.8	10	-2	11	-9	-3
Cc1ccc(NC(=O)C2OCCc3ccccc32)cc1C (configuration not stated)	-3	0	-12	1.3	-10	17	10	-16	-2
O=C(Nc1ccc(F)cc1)C(c1ccncc1)N1CCN(C(=O)c2ccco2)CC1 (configuration not stated)	20*	0	15	.	.	-4	-13	.	1
CCCCNC(=O)Nc1nnc(-c2ccc(Cl)cc2)o1	4	0	-1	0.0	-6	3	-4	3	1

# 3 entries out of the list, ordered by number of heavy atoms, ascending:
molecule	CHRM5 PAM	M4 ag	M4 PAM	M1 ag parental	CHO-K1 Ca PAM	M4 antag	M5 antag	CHO-K1 Ca antag	CHRM5 agonist
Cc1noc2ncnc(N3CCCCC3)c12	1	2	-5	4.3	17	0	0	-12	4
COc1cc(C)ccc1OCCCOc1ccccc1Cl	-1	-2	-1	0.3	16	-7	-1	-7	-2
CCOc1ccc(S(=O)(=O)N2CCC(C(=O)NCc3ccccn3)CC2)cc1	-2	1	-3	0.8	10	-2	11	-9	-3

# More compounds:
molecule	CHRM5 PAM	M4 ag	M4 PAM	M1 ag parental	CHO-K1 Ca PAM	M4 antag	M5 antag	CHO-K1 Ca antag	CHRM5 agonist
CC(C)(C)OC(=O)N(Cc1ccccc1)Cc1cccc(OCc2cccc(NC(=O)c3ccccc3)c2)c1	0	0	-2	1.2	2	2	0	8	0
CC1=C(C(=O)Nc2ccc(Cl)cc2)C(c2ccncc2)C(C#N)=C(SCC(N)=O)N1 (configuration not stated)	-5	1	-5	0.2	0	11	16	3	0
Cc1ccc(F)cc1C(=O)N1CCCC(c2cc(C(=O)NCc3ccccc3)no2)C1 (configuration not stated)	-1	4	1	1.8	13	-16	1	-17	1
Fc1ccc(-c2csc3nnc(SCc4cccnc4)n23)cc1	-2	0	3	0.3	-3	-10	-1	-13	-2
CC(=O)Nc1ccc(NC(=O)CSc2ccc3nnc(-c4ccccn4)n3n2)cc1	1	1	12	2.7	28	-5	2	-15	-4
CCC(Sc1nc2ccc(N)cc2s1)C(=O)Nc1nccs1 (configuration not stated)	-7	1	-7	0.0	-5	5	4	5	0
COc1ccc(C(=O)NC(=S)NCc2ccco2)cc1OC	4	0	-5	0.2	15	-4	-2	-2	0
O=C(NCc1ccccc1)C(c1cccnc1)N(C(=O)c1csnn1)c1ccc(F)cc1 (configuration not stated)	0	3	5	1.2	18	3	6	2	-3

# 3 of the entries above in order of the M4 ag value, lowest first:
Compound,M4 ag
COc1cc(C)ccc1OCCCOc1ccccc1Cl,-2
CC(C)(C)OC(=O)N(Cc1ccccc1)Cc1cccc(OCc2cccc(NC(=O)c3ccccc3)c2)c1,0
CC1=C(C(=O)Nc2ccc(Cl)cc2)C(c2ccncc2)C(C#N)=C(SCC(N)=O)N1 (configuration not stated),1

# Additional entries.
molecule	CHRM5 PAM	M4 ag	M4 PAM	M1 ag parental	CHO-K1 Ca PAM	M4 antag	M5 antag	CHO-K1 Ca antag	CHRM5 agonist
O=C(Nc1ccccc1C(F)(F)F)C(O)(c1ccccc1)C1CCCCC1 (configuration not stated)	4	1	10	0.0	-9	-7	10	-9	-3
O=C(Nc1cccc(S(=O)(=O)N2CCCCC2)c1)C1CC(=O)N(Cc2ccccc2)C1 (configuration not stated)	0	7	5	1.1	12	-11	11	-4	1
CC(=O)OCCSc1c(-c2ccccc2)c2cc(Cl)ccc2[nH]c1=O	-4	1	0	0.5	-8	6	5	8	-2
O=C(NCc1ccc(F)cc1)c1ccc(S(=O)(=O)N2CCCCC2)cc1	-4	9	0	2.7	4	-17	10	-11	2
COCCCNC(=O)CN(CCc1ccccc1)S(=O)(=O)c1ccc(C)cc1	2	2	-3	0.2	-11	0	-2	4	-4
Cc1ccc(C)c(N2CCN(C(=O)CCc3nc4ccccc4[nH]3)CC2)c1	-3	2	3	0.9	20	-6	-3	-11	-3
Cc1ccc(S(=O)(=O)N2[C@@H](c3ccc(Cl)cc3)C(C(=O)O)=C[C@H]2C(C)(C)C)cc1	0	0	-1	0.7	9	-4	-7	-12	-1
O=C(NCCCN1CCCCCC1)C1CC(=O)N(C2CCCC2)C1 (configuration not stated)	-13	-1	-11	0.2	10	7	8	-23	-7

# (further entries)
molecule	CHRM5 PAM	M4 ag	M4 PAM	M1 ag parental	CHO-K1 Ca PAM	M4 antag	M5 antag	CHO-K1 Ca antag	CHRM5 agonist
Nc1cc(C(=O)O)ccc1Nc1ccccc1	5	0	17	0.3	21	-7	-9	-19	-2
O=c1/c(=C/c2ccco2)sc2n1CN(c1ccccc1)CN=2	3	-1	-2	-0.1	12	-1	-8	-13	-1
Cc1cccc(OCC(=O)N(C)CC(=O)Nc2cccc(F)c2)c1C	-1	3	9	1.9	-5	-1	5	-8	4
Cc1cc(C)cc(OCC(=O)O/N=C(\N)Cc2ccc([N+](=O)[O-])cc2)c1	-12	-1	-7	0.2	-2	4	2	0	-5
CC(=O)Nc1nnc(SCC(=O)Nc2nc(C)cs2)s1	4	1	0	0.4	-13	-4	-3	4	-4
Cc1c(Cl)ccc2c1NC(=O)[C@]21N[C@@H](Cc2ccccc2)[C@H]2C(=O)N(c3ccc(F)cc3)C(=O)[C@H]21	1	22	5	8.2	16	23	19	-13	23
O=C(OCCCOC(=O)c1ccc(Br)o1)c1ccc(Br)o1	-2	-1	-3	-0.4	-9	11	10	-1	-4
Cc1nnc(SCC(=O)Nc2nccs2)n(N)c1=O	2	1	6	0.7	9	-6	11	-10	0

# Copied from the list.
# For CHRM5 PAM, COc1ccc(C(=O)NC(=S)NCc2ccco2)cc1OC shows 4
# For M4 PAM, Nc1cc(C(=O)O)ccc1Nc1ccccc1 shows 17

# Next section
molecule	CHRM5 PAM	M4 ag	M4 PAM	M1 ag parental	CHO-K1 Ca PAM	M4 antag	M5 antag	CHO-K1 Ca antag	CHRM5 agonist
COc1ccc(N2C(=O)NC3CC2(C)Oc2ccc(Cl)cc23)cc1OC (configuration not stated)	-4	3	0	1.4	10	11	1	-4	1
CCOC(=O)c1cccc(NC(=O)CCOc2ccccc2)c1	8	3	12	1.1	0	-7	-8	-2	-1
COc1ccc(C(=O)OCC[N+]2(C)CCOCC2)cc1	6	1	10	0.2	-9	-16	8	-8	-9
COc1ccc(CCNC(=O)CCC(=O)Nc2ccc3nc(N4CCN(C)CC4)cc(C)c3c2)cc1OC	-3	0	0	-0.3	-7	-5	8	-1	-2
COc1ccc(NC(=O)COC(=O)c2ccc(Cl)c(S(N)(=O)=O)c2)c([N+](=O)[O-])c1	0	6	4	3.2	9	-4	1	-12	-4
COc1ccc(OC)c(NC(=O)c2cc3c(=O)n4ccccc4nc3n2C)c1	-12	19	-16	5.0	16	12	13	-7	9
CCOC(=O)c1c(-c2ccc(OC)cc2)nc2nonc2c1N	1	1	8	1.2	15	-6	-3	-14	-3
CCOC(=O)N1CCN(Cc2nc3c(c(=O)[nH]c(=O)n3C)n2Cc2ccccc2C)CC1	-9	2	2	0.0	-7	-4	17	1	1

# Following part.
molecule	CHRM5 PAM	M4 ag	M4 PAM	M1 ag parental	CHO-K1 Ca PAM	M4 antag	M5 antag	CHO-K1 Ca antag	CHRM5 agonist
Nc1[nH]c(C(=O)c2ccccc2)c(-c2cccnc2)c1C(=O)NCCc1ccc(Cl)cc1Cl	-11	5	-4	3.8	7	6	4	-9	4
COc1ccc(C(=O)N(C)Cc2cnn(Cc3ccccc3)c2)cc1S(=O)(=O)N1CCOCC1	-1	2	-3	3.0	3	-5	-4	-8	2
Cc1noc(C)c1C(=O)Nc1nc2ccc(S(C)(=O)=O)cc2s1	2	2	0	2.4	8	0	-7	-6	-2
CC1=C(C(=O)OCC(C)C)C(c2ccccc2Cl)NC(=O)N1C (configuration not stated)	-1	-1	6	-0.5	0	-3	-3	5	-6
Cc1c(C(=O)N(C)c2cccc(Cl)c2)cnn1-c1ccccc1	1	2	5	0.4	20	2	5	-10	-10
CC(C)CN(C(=O)CSc1nc2ccccc2[nH]1)c1c(N)n(Cc2ccccc2)c(=O)[nH]c1=O	5	0	-1	-0.6	-18	-10	1	19	1
Cn1c(-c2ccccc2)cccc1=O	-5	2	4	0.8	12	-4	8	-30	2
O=C(Cc1ccccc1)NCC(=O)OCc1cccc([N+](=O)[O-])c1	-1	1	-4	0.3	-12	6	8	4	-3

# Remaining list, next part
molecule	CHRM5 PAM	M4 ag	M4 PAM	M1 ag parental	CHO-K1 Ca PAM	M4 antag	M5 antag	CHO-K1 Ca antag	CHRM5 agonist
O=C(Cc1ccccc1[N+](=O)[O-])NC1CC2CCC1C2 (configuration not stated)	-3	0	2	0.8	20	2	0	-11	1
COCCNC(=O)Nc1ccc2c(c1)N(C)C(=O)c1ccccc1S2	7	3	2	1.6	-6	-3	3	-20	2
COc1ccc(NC(=O)CSc2nnc(C3CCCCC3)n2N)cc1	9	1	8	-0.1	-24	-6	2	-1	1
COC(=O)c1cccc(N(C(=O)CNC(=O)c2ccco2)C(C(=O)NC2CCCC2)c2ccco2)c1 (configuration not stated)	5	1	-6	-0.1	10	-3	-2	-7	-6
CCOc1ccc(N(CC(=O)NCc2ccccc2)S(=O)(=O)c2ccc(C)cc2)cc1	2	0	-3	0.1	-8	11	-2	-11	1
COc1ccc(C(=O)NCCc2cn3ccc(C)cc3n2)cc1	-3	1	10	-0.1	13	-11	5	-4	1
CCNC(=O)c1ccc(N(C)S(=O)(=O)c2cccs2)cc1	0	3	5	0.6	10	0	-3	-4	1

# Screens: PubChem BioAssay, The Scripps Research Institute Molecular Screening Center
